Bioassay records deposited in PubChem BioAssay by several laboratories.
Myeloid diff MLP – compounds promoting myeloid differentiation. ER-HoxA9 myeloid progenitors, lysozyme-GFP differentiation, flow cytometry. calls only at 10 µM. 1% of 360,000 active;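 active means normalized GFP-positive differentiation at or above the plate's own cutoff, the solvent-only control mean plus 3 SD; inconclusive means no clear call, values can overlap the other calls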;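 further: cells exposed to compound for four days before flow analysis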
NTR1 agonist – agonists of NTR1, primary screen, imaging, U2OS cells, beta-arrestin-GFP, high content (AID 493036). activation, % at 20 µM. P30989. 0.17% of 330,000 active. NTR1-U2OS beta-arrestin-GFP spot imaging, agonist mode;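 active means activation at or above 40% of the spot to cytoplasm intensity ratio, with at least 20 cells analyzed; inconclusive means wells under 20 cells, flagged as cytotoxic or low count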;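 further: 0% = DMSO without peptide and 100% = 100 nM NTR1 peptide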
Target sequence (P30989 whole entry, looked up): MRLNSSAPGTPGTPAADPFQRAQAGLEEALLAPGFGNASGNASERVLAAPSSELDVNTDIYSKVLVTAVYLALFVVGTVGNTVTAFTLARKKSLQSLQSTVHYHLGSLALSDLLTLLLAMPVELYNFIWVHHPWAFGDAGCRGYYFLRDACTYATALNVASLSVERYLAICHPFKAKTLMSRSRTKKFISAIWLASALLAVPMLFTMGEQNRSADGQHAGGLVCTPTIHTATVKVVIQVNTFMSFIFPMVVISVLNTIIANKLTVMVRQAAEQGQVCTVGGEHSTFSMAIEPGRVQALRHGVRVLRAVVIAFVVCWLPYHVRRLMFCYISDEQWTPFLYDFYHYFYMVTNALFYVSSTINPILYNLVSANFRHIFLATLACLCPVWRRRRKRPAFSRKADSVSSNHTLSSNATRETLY
LYP phosphatase – inhibitors of LYP phosphatase, biochemical, fluorescence intensity, uHTS (AID 1779); 0.054% of 290,000 active; inhibition, % at 11.5 µM, or IC50 in µM where a hit was titrated; recombinant LYP phosphatase, fluorescence intensity; higher % means a stronger effect; in the data active means inhibition above about 50%;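 further: plate controls were vehicle with enzyme for no effect and no enzyme for full effect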
GPR55 LPI antagonism – GPR55 antagonists blocking LPI-driven arrestin recruitment, primary screen, imaging, U2OS, beta-arrestin-GFP, LPI agonist (AID 2013). U2OS GPR55 beta-arrestin-GFP translocation imaging, LPI antagonism; higher % means a stronger effect. inhibition, % at 10 µM; hits with a dose series show IC50 in µM. 0.13% of 290,000 active;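 active means spots per cell inhibited over 60%, with over 100 cells counted and total cytoplasm intensity under 500,000; inconclusive means wells with under 100 cells, flagged as likely toxic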;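 further: U2OS cells stably carrying GPR55 and arrestin-GFP stimulated by 5 µM LPI near EC80; imaged beta-arrestin-GFP aggregate spots per cell after agonist stimulation; plate controls were LPI-stimulated DMSO wells for no effect and DMSO wells without LPI for full effect; some results filed as inactive read as strong as hits; confirmed hits need IC50 under 10 µM and bright autofluorescent wells are also inconclusive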
Salmonella PhoP GFP – PhoP-dependent GFP reporter repression – Salmonella Typhimurium, primary screen (AID 1863); S. Typhimurium PhoP-regulated promoter GFP reporter, 4 h; higher % means a stronger effect; 0.16% of 300,000 active; one-dose inhibition, % at 50 µM; IC50 in µM for titrated hits;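 active means inhibition over 29.93%, a cutoff 3 SD above the screen mean, later confirmed by dose response; inconclusive means inhibition over 29.93% but no dose response follow-up; inactive means inhibition at most 29.93% or unconfirmed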;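 further: 0% = low Mg2+ inducing control and 100% = high Mg2+ repressing control; strong numbers were not always called active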
HIV fusion peptide – cell-free HIV fusion peptide-binding blockers – biochemical, uHTS, fluorescence dequenching, primary screen (AID 1986) | cell-free peptide binding, fluorescence dequenching, 30 min; higher % means a stronger effect | inhibition, % at 20 µM; hits with a dose series show IC50 in µM | 0.3% of 290,000 active; in the data active means inhibition mostly above about 52%, no sharp cut-off; inactive means mostly below about 76%; further: some results filed as inactive read as strong as hits
MgcRacGAP inhibition – MgcRacGAP GTPase-activating activity inhibitors, confirmation, biochemical, ADP Hunter fluorescence | MgcRacGAP-stimulated Rac1 GTP hydrolysis, ADP Hunter fluorescence; higher % means a stronger effect; GST-tagged Rac1 F28L mutant substrate | one-dose inhibition, % at 30 µM; IC50 in µM for titrated hits | 0.6% of 340,000 active | AID 624330;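 active means first-screen hits whose inhibition reached a set limit at any dose in the follow-up dose series; inconclusive means inhibition above the set first-screen limit but never retested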;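 further: fluorescence reports GDP produced by GAP-driven GTP hydrolysis; strong numbers were not always called active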
SIAH1 antagonists – Siah-1 peptide-binding antagonists, primary screen, biochemical, fluorescence polarization, rhodamine-plectin, uHTS (AID 1817) | Siah-1 / rhodamine-plectin peptide fluorescence polarization; higher % means a stronger effect | displacement, % at 20 µM; hits with a dose series show IC50 in µM | 0.02% of 290,000 active;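 active means displacement of at least 50% at 20 µM, with a fluorescence ratio check between 0.3 and a set limit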;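 further: plate controls were Siah plus tracer with DMSO for no effect and tracer alone without Siah for full effect; strong numbers were not always called active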
GPR35 arrestin U2OS – GPR35 antagonists blocking zaprinast-driven arrestin recruitment, primary screen, imaging, U2OS, beta-arrestin-GFP, zaprinast agonist (AID 2058) | U2OS GPR35 beta-arrestin-GFP translocation imaging, zaprinast antagonism; higher % means a stronger effect | one-dose inhibition, % at 10 µM; IC50 in µM for titrated hits | 0.052% of 290,000 active;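 active means inhibition of at least 50% with at least 30 cells and total cytoplasm GFP at most 10,000,000; inconclusive means under 30 cells or total GFP of 10,000,000 plus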
NTR1 agonist cell count 20 µM – also measured in NTR1 agonist; calls as there; cell count; measured here: cell count, cytotoxicity flag
Myeloid diff MLP GFP+ MAC1+ % – recorded beside Myeloid diff MLP, whose call it bears; GFP+ MAC1+ double positive, %; measured here: differentiation confirmed by MAC1 staining
Starred values were filed as active, the others as inactive; i = inactive; u = inconclusive; x = no result given. No enrichment for hits; any-hit rate near 2.4%.

Molecule,GPR55 LPI antagonism,NTR1 agonist,NTR1 agonist cell count 20 µM,GPR35 arrestin U2OS,Myeloid diff MLP GFP+ MAC1+ %,MgcRacGAP inhibition,LYP phosphatase,Myeloid diff MLP,SIAH1 antagonists,HIV fusion peptide,Salmonella PhoP GFP
COC(=O)c1ccccc1NC(=O)CN1CCC(n2nnc3cc(C)ccc32)CC1,-1.7%,x,x,10.1%,x,x,-1.7%,x,7.7%,25.2%,x
COc1ccc(/C=N/NC(=O)CCCOc2ccc(Cl)cc2Cl)cc1[N+](=O)[O-],-10.4%,11.1,40,2.3%,1.2,-0.2%,-2.3%,i,-4.0%,-3.0%,-12.4%
Cc1c(Cl)cccc1NC(=O)N1CCCC1,0.8%,0.4,100,-8.1%,0.7,9.3%,-5.9%,i,-0.9%,0.6%,4.9%
CCOC(=O)N1CCN(c2c(NCCN3CCN(Cc4ccccc4)CC3)c(=O)c2=O)CC1,-2.7%,0.5,88,-1.2%,2.5,3.5%,-1.3%,i,2.8%,1.7%,-6.2%
O=c1cc(N2CCC3(CC2)OCCO3)[nH]c(=O)n1-c1ccc(Br)cc1,0.8%,x,x,-13.1%,1.4,-10.3%,-1.3%,i,2.7%,2.6%,-0.3%
Cc1c(C2C(C#N)=C(N)OC3=C2C(=O)CCC3)cnn1C (configuration not stated),5.5%,-0.6,86,3.8%,0.2,13.1%,-2.3%,i,3.4%,3.0%,2.4%
CCc1ccc2c(CN3CCOCC3)cc(=O)oc2c1,3.5%,1.9,59,13.6%,1.4,5.1%,-12.8%,i,-3.1%,2.0%,-3.1%
O=S1(=O)CCO[C@H]2Cc3ccccc3[C@H]2N1Cc1ccccc1F,-1.3%,-2.5,97,-0.2%,2.4,11.2%,-12.7%,i,-1.0%,-1.5%,x
CCN(CC)S(=O)(=O)c1ccc(NC2c3ccccc3C(=O)N2Cc2ccc3c(c2)OCO3)cc1 (configuration not stated),-6.9%,-0.4,67,14.4%,2.9,0.3%,-1.6%,i,1.7%,2.0%,u
O=C(O)C1C2C=CC(O2)C1C(=O)NCCc1cccc(Cl)c1 (configuration not stated),4.7%,2.8,58,-3.7%,0.0,-0.2%,-8.4%,i,3.7%,4.8%,-4.7%
CCOc1ccc(NC(=O)CC2C(=O)N(CC)C(=S)N2CCNC(C)=O)cc1 (configuration not stated),-6.0%,0.7,61,-18.5%,0.2,1.5%,-0.5%,i,6.9%,3.2%,-0.6%
Cc1cc(C(=O)C(C)Sc2cccc[n+]2[O-])c(C)n1-c1ccc(Cl)cc1 (configuration not stated),-0.9%,0.7,59,-8.3%,0.7,5.8%,2.7%,i,1.5%,-1.7%,4.3%
COc1ccc(S(=O)(=O)N2CCOC2CNC(=O)C(=O)NCCN2CCOCC2)cc1C (configuration not stated),19.8%,1.1,69,-9.4%,5.1,5.5%,-13.6%,i,2.3%,2.4%,2.3%
CCN1CCN(C(=O)CSc2cc(=O)n(CC)c3ccccc23)CC1,1.8%,-1.4,86,-2.4%,0.7,4.6%,-6.7%,i,-0.7%,-1.2%,-0.1%
O=C(CCN1C(=O)/C(=C\c2ccccc2)SC1=S)Nc1ccc(C(=O)O)cc1,-3.5%,0.7,51,27.2%,x,8.9%,-8.6%,x,-7.3%,42.7%,4.6%
O=C(CCCCCNc1nc(=S)[nH]c2ccccc12)N1CCN(c2ccccn2)CC1,16.9%,3.2,55,2.7%,3.6,10.8%,-4.2%,i,5.6%,-0.1%,-11.2%
Cc1cn(CC(=O)c2ccccc2)c2ccccc12,13.0%,1.7,68,3.5%,0.5,-6.7%,-7.4%,i,14.0%,1.2%,4.6%
CC[C@@H]1CC=C[C@H]2[C@H]1C(=O)N(Cc1ccccc1)[C@H]2c1cc(C)ccc1F,17.5%,21.2,65,13.4%,x,x,-0.6%,x,19.0%,1.8%,0.9%
COCCn1c(SCC(=O)c2[nH]c(C)c(C(C)=O)c2C)nc2ccccc21,-13.2%,-0.2,47,10.8%,2.0,5.7%,-1.4%,i,-1.2%,0.7%,3.6%
Cc1ccc(C(=O)N/C(=C\c2ccc(-c3cc(Cl)ccc3Cl)o2)C(=O)NCc2cccnc2)cc1,10.7%,2.5,45,-13.6%,0.6,8.0%,10.9%,i,0.5%,6.1%,14.3%
COc1ccc(NC(=O)CSc2nnc(CCC(=O)Nc3ccc(C)c(Cl)c3)n2C)cc1,-0.2%,2.3,34,22.2%,1.1,6.2%,4.0%,i,3.1%,1.2%,16.6%
O=C1C2CCCN2c2ccc(S(=O)(=O)N3CCOCC3)cc2N1Cc1ccccc1F (configuration not stated),1.7%,0.0,91,0.2%,1.1,6.8%,1.2%,i,1.7%,-2.0%,35.2%
Cc1c(Cl)c([N+](=O)[O-])nn1CC(=O)N1CCCC1,1.6%,-0.2,70,5.8%,0.1,9.7%,-9.3%,i,-2.7%,0.5%,1.6%
CC(C)CC(Nc1ncnc2scc(-c3ccccc3)c12)C(=O)O (configuration not stated),6.9%,1.7,52,2.1%,0.5,9.6%,-5.1%,i,-1.5%,1.0%,-6.8%
COc1ccc(CN(C)C2CCN(C)CC2)cc1OC,0.6%,-0.7,52,7.3%,0.0,28.2%,-6.7%,i,-2.1%,0.3%,3.9%
CCOc1ccccc1NC(=O)c1cnc(NS(=O)(=O)c2ccccc2)nc1,17.8%,-1.1,43,-3.9%,0.3,4.4%,-5.9%,i,-3.6%,2.3%,-5.5%
c1ccc(-c2cc3ccccc3[nH]2)cc1,-7.7%,2.6,56,2.0%,1.8,6.9%,-8.6%,i,-1.4%,0.3%,0.5%
COc1ccccc1COCC(O)CN(Cc1ccco1)Cc1ccccc1O (configuration not stated),4.0%,1.1,60,3.6%,0.8,5.4%,-1.0%,i,-0.3%,1.1%,17.6%
O=C(Nc1ccccn1)C(=O)N1CCCCC1,7.2%,0.6,69,-3.4%,0.3,7.7%,-0.6%,i,8.3%,3.4%,2.6%
COc1cc(OC)c(C2=NOC(C(=O)N3CCc4ccccc4C3)C2)cc1Cl (configuration not stated),5.9%,7.4,52,-4.0%,6.1,9.2%,-5.3%,i,-0.4%,10.1%,1.7%
CCN1CCN(c2cc(C)c3cc(NC(=O)c4cc(OC)cc(OC)c4)ccc3n2)CC1,2.5%,2.0,51,-4.6%,0.5,15.8%,-6.6%,i,-5.3%,-0.6%,10.8%
COc1ccccc1NC(=S)N=Nc1c(O)[nH]c2ccc(Br)cc12,-1.4%,10.1,38,14.3%,0.2,5.4%,-4.4%,i,3.9%,-1.3%,-8.7%
CCCSc1cc(Cl)nc(N)n1,-11.2%,0.1,70,-7.3%,2.2,-1.1%,-10.6%,i,5.6%,-1.0%,0.2%
CC(=O)Nc1ccc(S(=O)(=O)NNC(=O)c2cccc(Cl)c2)cc1,2.6%,-0.3,81,-12.9%,0.9,8.7%,-0.2%,i,3.9%,-1.4%,-0.1%
COc1cccc(C(=O)N/N=C(/CCC(=O)O)c2ccccc2)c1,15.6%,0.3,53,4.1%,1.2,0.3%,-8.7%,i,2.1%,0.8%,-14.3%
CCOc1ccc2[nH]c(=O)c(C(c3nnnn3Cc3ccco3)N3CCCC(C)C3)cc2c1 (configuration not stated),9.4%,0.0,53,4.3%,1.5,11.0%,0.2%,i,-2.0%,17.9%,-1.6%
O=C(O)CSCC(=O)N1CCN(S(=O)(=O)c2ccccc2)CC1,-0.7%,1.7,39,-2.1%,0.6,6.1%,-4.8%,i,3.9%,-1.8%,-3.3%
CSc1nnc(-c2cnccn2)n1CCCN1CCCC1=O,0.0%,-0.3,64,-3.7%,5.8,5.8%,-5.8%,i,5.3%,-0.3%,-0.1%
Cc1ccc(NC(=O)CSc2nnc(N)s2)cc1S(=O)(=O)N1CCOCC1,x,0.0,65,x,0.7,3.5%,x,i,x,x,-2.1%
CCCC(=O)Nc1ccc2c(c1)C(=O)N(CCC(=O)O)C2=O,14.5%,-0.1,52,-1.5%,6.3,7.1%,-2.9%,i,0.1%,0.3%,-0.2%
COC(=O)CSc1nccc(C)n1,13.0%,0.5,68,-12.0%,0.3,13.5%,-2.8%,i,10.3%,0.7%,-14.0%
CC(=O)N(C1=C(N)C(=O)c2ccccc2C1=O)C(C)C,3.9%,0.3,51,-1.5%,0.3,10.7%,-2.4%,i,1.3%,-1.2%,8.1%
O=C(/C=C/c1ccc(Cl)c(Cl)c1)n1cccn1,7.6%,4.0,54,-0.5%,0.6,7.3%,-2.6%,i,2.7%,0.2%,1.3%
CCN(CC)CCCN(Cc1cc2ccc(C)c(C)c2[nH]c1=O)C(=O)NC1CCCCC1,10.8%,-1.5,60,10.0%,4.1,9.8%,4.0%,i,0.1%,0.8%,3.5%
O=S(=O)(N1CCOCC1)n1c(Cc2ccccc2)nc2ccccc21,-10.4%,1.0,34,-9.2%,1.9,3.8%,-0.3%,i,2.2%,-1.2%,-0.6%
Cc1ccccc1N1CCN(S(=O)(=O)C[C@]23CCC(CC2NC(=O)[C@@H](N)CCS(C)(=O)=O)C3(C)C)CC1 (some centres not stated),x,2.7,50,x,2.4,1.8%,x,i,x,x,-9.7%
COC(=O)c1cc(S(=O)(=O)Nc2cccc(-c3cnco3)c2)oc1C,-1.0%,0.0,82,-14.6%,0.2,8.7%,-7.6%,i,2.2%,-0.1%,1.7%
CC(C)Cn1c(SCC(=O)Nc2ncccn2)nc2ccccc21,7.1%,-0.4,39,7.0%,0.4,1.9%,-3.0%,i,1.1%,0.5%,2.0%
O=C(/C=C/c1ccccc1)NCc1cccnc1,3.4%,0.2,32,7.0%,0.3,4.6%,-7.1%,i,1.0%,-1.5%,-7.1%
CCN(CC(=O)N1CCN(c2ccccc2)CC1)S(=O)(=O)c1ccc(C)cc1,5.7%,-0.1,49,-6.0%,0.3,7.5%,-1.1%,i,0.2%,-0.4%,-5.7%
